Source: PubChem BioAssay (several laboratories)
CSN inh: CSN deneddylation inhibition; inhibition, % at 12.5 µM; 360,000 compounds, 0.38% hits; Q92905; Purified CSN, SCF-Nedd8-OG deneddylation, fluorescence polarization;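 active = pattern-corrected inhibition above about 35%, with an unprinted fluorescence ratio check between 0.5 and 1.5, limit read from the data, passing the limit was not always enough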;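 also: 0% = enzyme with substrate and 100% = substrate without enzyme; some results filed as inactive read as strong as hits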
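Test system: Human Csn5 produced in HEK293T cells | Compound: 12.5 µM single point | Times: 90 min, room temperature | Signal: Fluorescence polarization readout | Read-out basis: % inhibition of substrate cleavage by Csn5 | Controls: no-enzyme wells high, enzyme-with-substrate wells low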
Rin1-Abl PPI inh: blocks binding of human Rin1 to Abl; TR-FRET Rin1/Abl binding, biochemical; AID 588664; 360,000 compounds, 0.4% hits; inhibition, % at 7.35 µM; in the data active = inhibition above about 5%, passing the limit was not always enough
NadD inh: NadD (S. aureus) enzyme inhibition; purified NadD enzyme, colorimetric absorbance read-out; inhibition, % at 20 µM; 360,000 compounds, 0.78% hits; in the data active = inhibition above about 26%; also: some compounds past the cut are filed as inactive
Rpn11 inh: Rpn11 (human) deubiquitinase inhibition | 360,000 compounds, 0.59% hits | calls only at 20 µM | human 26S proteasome, Ub4-pepOG fluorescence polarization; 20S core pre-blocked with epoxomicin | O00487;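 active = inhibition at 20 µM, scaled to each plate's controls, above about 33%, limit read from the data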
Target sequence (O00487 whole entry, looked up): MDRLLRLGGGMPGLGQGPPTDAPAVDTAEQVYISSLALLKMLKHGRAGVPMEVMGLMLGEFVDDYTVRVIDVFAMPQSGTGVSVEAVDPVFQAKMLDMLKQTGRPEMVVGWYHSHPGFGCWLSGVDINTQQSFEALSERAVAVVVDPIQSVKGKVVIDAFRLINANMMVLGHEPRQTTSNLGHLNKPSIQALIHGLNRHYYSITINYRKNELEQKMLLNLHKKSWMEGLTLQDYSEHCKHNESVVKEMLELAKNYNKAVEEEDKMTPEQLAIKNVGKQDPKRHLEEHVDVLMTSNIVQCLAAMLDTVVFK
Neddylation inh: inhibitors of human cullin neddylation. P61081+Q13564. TR-FRET cullin neddylation, biochemical. AID 651699. calls only at 25 µM. 360,000 compounds, 0.58% hits; in the data active = inhibition above about 36%
Target sequence (P61081 whole entry, looked up): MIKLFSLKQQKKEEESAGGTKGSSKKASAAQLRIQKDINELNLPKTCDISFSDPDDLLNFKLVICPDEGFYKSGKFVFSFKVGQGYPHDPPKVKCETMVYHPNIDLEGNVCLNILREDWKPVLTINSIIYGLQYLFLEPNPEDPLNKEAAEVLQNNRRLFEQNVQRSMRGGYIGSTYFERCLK
Target sequence (Q13564 whole entry, looked up): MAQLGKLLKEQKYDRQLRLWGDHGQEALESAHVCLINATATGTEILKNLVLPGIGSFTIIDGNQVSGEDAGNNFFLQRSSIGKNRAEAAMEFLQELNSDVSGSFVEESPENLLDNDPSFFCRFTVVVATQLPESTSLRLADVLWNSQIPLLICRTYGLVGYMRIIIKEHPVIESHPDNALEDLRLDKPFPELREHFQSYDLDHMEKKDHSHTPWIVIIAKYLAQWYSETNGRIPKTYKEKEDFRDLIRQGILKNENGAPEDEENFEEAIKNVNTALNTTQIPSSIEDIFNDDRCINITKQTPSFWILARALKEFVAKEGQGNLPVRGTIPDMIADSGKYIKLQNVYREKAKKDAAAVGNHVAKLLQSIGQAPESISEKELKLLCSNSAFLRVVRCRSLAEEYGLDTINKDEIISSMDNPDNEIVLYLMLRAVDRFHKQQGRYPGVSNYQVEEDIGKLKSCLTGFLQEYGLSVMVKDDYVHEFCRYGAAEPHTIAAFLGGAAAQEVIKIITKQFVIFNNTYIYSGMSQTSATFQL
MT1-MMP act inh: inhibitors of human MT1-MMP activation. P50281. HT1080 RFP-PRO-GFP cells, GFP/RFP ratio fluorescence, overnight; percent of plate control window, DMSO zero. GFP/RFP ratio change, % at 20 µM. 360,000 compounds, 0.061% hits. AID 651647;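 active = GFP/RFP ratio change of at least 30% with cell ATP level not reduced by more than half and red fluorescence within 50% of control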; also: strong numbers were not always called active
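Test system: HT1080 RFP-PRO-GFP cells; Benchmarks: DMSO and RFP-L50D-GFP cell wells; Timing: cells overnight before dosing, compound overnight, 37 °C, 5% CO2; Compound: one 20 µM compound dose with 1% DMSO; Read-out: GFP/RFP fluorescence ratio.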
FAS TE block: FAS thioesterase (human) inhibition | 360,000 compounds, 0.67% hits | inhibition, % at 15 µM | AID 602261 | P49327 | recombinant FAS-TE, OMFH fluorogenic substrate, fluorescence endpoint;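 active = compounds whose normalised, plate-corrected inhibition of enzyme fluorescence in the single-dose primary screen is 50% or more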;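 also: 0% = DMSO with enzyme and 100% = substrate without enzyme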
PABP1 MLLE inh: blocks PAM2 peptide binding to the PABP1 MLLE domain | P11940 | GST-MLLE / FITC-PAM2 fluorescence polarization | inhibition, % at 20 µM | 360,000 compounds, 0.36% hits; in the data active = inhibition above about 35%, passing the limit was not always enough;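 also: plate controls were DMSO wells with GST-MLLE for no effect and wells lacking GST-MLLE protein for full effect; some results filed as inactive read as strong as hits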
SKN-1 block: inhibitors of C. elegans SKN-1; C. elegans VP596 Pgst-4::GFP/RFP ratio, acrylamide-induced, 24 h; 360,000 compounds, 0.49% hits; inhibition, % at 21.8 µM; AID 624304;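 active = interference check ratio from 0.5 to 1.5 plus GFP to RFP signal ratio inhibition reaching or exceeding a fixed threshold, cut at about 30% in these data, passing the limit was not always enough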; also: some compounds called inactive have numbers as strong as hits
Numbers without * were called inactive; i = inactive; x = not tested or not shown; + = active, no number.

SMILES	CSN inh	Rin1-Abl PPI inh	NadD inh	Rpn11 inh	Neddylation inh	MT1-MMP act inh	FAS TE block	PABP1 MLLE inh	SKN-1 block
Cc1ccc(C)c(N2CCN(C(c3ccc(N(C)C)cc3)c3nnnn3C(C)(C)C)CC2)c1 (stereo not drawn)	-4	2	15	i	i	-7	35	-5	46*
Nc1c(C(=O)N2CCOCC2)sc2nc3c(cc12)CCCC3	-3	-2	-2	i	i	-1	-1	-1	-3
CCOc1ccc(CCN2C(=O)C(=O)N([C@@H](CC(C)C)CN3CCC[C@H]3CN3C(=O)C(=O)NC[C@@H]3Cc3ccccc3)C[C@@H]2Cc2ccccc2)cc1	-3	x	34*	x	i	3	12	x	7
O=C(NCCc1c[nH]c2ccccc12)c1cc2sccc2n1Cc1ccccc1	-5	0	-4	i	i	-6	23	-16	14
O=[N+]([O-])c1ccc(-c2csc3[n+]2CCS3)cc1	-1	1	-2	i	i	3	-8	37	7
COc1ccccc1CN1CCCC(C(=O)N(C)Cc2ccccc2)C1 (stereo not drawn)	-5	3	-2	i	i	2	-5	-1	-24
Clc1nc(-c2ccccc2)cc(-c2ccc(Br)cc2)n1	0	-1	-7	i	i	-6	32	-9	28
Cn1c(=O)c2nc(SCCO)n(C)c2n(C)c1=O	2	-2	0	i	i	2	-4	11	7
COc1ccc(-c2[nH]ncc2CN(C)C(C)c2ccncn2)c(F)c1 (stereo not drawn)	-9	-1	-7	i	i	0	-4	4	2
COc1ccccc1CC(=O)NCCCc1ccccc1	0	2	-6	i	i	-3	-4	-6	7
O=C1CN(C(=O)c2c(F)cccc2F)C(c2ccc(F)cc2)c2cc(F)ccc2N1 (stereo not drawn)	1	0	-7	i	i	-9	-2	6	4
COc1ccc(CN=C2NC(=O)CC(C(=O)Nc3ccc(F)cc3)S2)cc1 (stereo not drawn)	3	2	-2	i	i	0	-7	0	7
CC1CCC/C(=C\Nc2ccc(C(=O)O)cc2)C1=O (stereo not drawn)	-4	-4	-3	i	i	-3	0	3	2
COCCn1c(=O)[nH]c(=O)c2cc(C(=O)c3cc(OC)ccc3O)cnc21	-4	-3	-1	i	i	3	-5	-8	-4
Cc1cc[n+](CC(=O)c2ccc(NC(=O)c3ccccc3)cc2)cc1	0	1	-5	i	i	2	-4	16	3
CCSc1cc(C2C(C#N)=C(N)OC(C)=C2C(=O)OC)c(C)o1 (stereo not drawn)	-2	1	9	i	i	-4	-3	2	-5
O=S(=O)(Nc1nc2ccccc2nc1N1CCc2ccccc2C1)c1ccc(Cl)cc1	-1	-9	23	i	i	-8	20	1	12
O=C(CP(=O)(c1ccccc1)c1ccccc1)N/N=C/c1cc(Br)cc(Br)c1O	-5	0	44*	i	x	-3	26	-40	10
C[C@H]1C=C(C(=O)NCc2nc3ccccc3[nH]2)O[C@@H](OCc2ccc(CO)cc2)C1	-2	6	-3	i	i	-2	-12	1	6
COC(=O)c1cc(NC(=O)c2c(C)noc2C)ccc1N1CCOCC1	-1	1	-2	i	i	-3	0	1	6
COc1cc(NC(=O)CN2C(=O)c3ccccc3C2=O)c(C(=O)O)cc1OC	-3	-3	0	i	i	2	-9	19	-13
CCCCNC(=O)[C@@H]1CSC2c3ccccc3C(=O)N21 (stereo partly drawn)	3	3	-2	i	i	2	-4	19	-22
Cc1ccc(C(=O)OCC(=O)N2CC(C)CC(C)C2)cc1S(=O)(=O)N1CCOCC1 (stereo not drawn)	1	-5	0	i	i	1	-1	-2	-6
Cc1c2cnn(-c3ccccc3)c(=O)c2c(C)n1CCCC(=O)N1CCN(C2CCCCC2)CC1	2	-3	2	i	i	-3	-1	-17	-1
Fc1ccccc1NC(=S)NN(Cc1ccccc1)c1ccccc1	2	-1	3	+	i	-2	15	-29	39*

Additional records
SMILES	CSN inh	Rin1-Abl PPI inh	NadD inh	Rpn11 inh	Neddylation inh	MT1-MMP act inh	FAS TE block	PABP1 MLLE inh	SKN-1 block
Cc1nc2sc(C(c3ccccc3)N3CC(C)OC(C)C3)c(O)n2n1 (stereo not drawn)	8	-1	-1	i	i	4	-5	-1	-1
CCOc1ccccc1NC(=O)CCc1nnc2ccc(N3CCC(C)CC3)nn12	1	-3	-5	i	i	-1	1	5	14
CSc1ccccc1-c1cnc(NC(C)=O)cn1	-3	-4	0	i	i	-4	-2	10	15
CCSc1nnc(NC(=O)C2CCCCC2)s1	-2	0	-4	i	i	-4	-3	0	5
COCCn1c(SCC(=O)NCc2ccc(OC)c(OC)c2)nc2ccccc21	8	1	5	i	i	-1	-6	-115	8
CCOC(=O)Cn1c(-c2ccccn2)nc2ccccc21	-1	2	-1	i	x	7	-6	-5	-15
O=C(NC1CCCC1)NS(=O)(=O)c1ccccc1Cl	-4	-2	-6	i	i	0	-7	-10	2
COc1ccc(-c2nc(CN3CCC(C(=O)N4CCc5ccccc54)CC3)c(C)o2)cc1OC	1	4	4	i	i	-3	-2	-6	-14
S=C(Cc1ccccc1)N1CCOCC1	-4	1	0	i	i	3	-3	20	6
COc1ccc(C(=O)N/N=C/C(Br)=C/c2ccccc2)cc1	0	4	-2	i	i	-4	4	-18	1
CCOC1=C2CN(S(=O)(=O)c3ccccc3)[C@H](c3ccccc3)C[C@H]2n2c(=O)n(-c3ccccc3)c(=O)n2C1	-8	1	12	i	i	-5	80*	4	0
Clc1cccc(-c2noc3ncnc(Nc4ccc5c(c4)OCO5)c23)c1	1	0	0	i	i	-2	18	12	8
COc1ccc(-n2c(CNC(=O)COc3ccccc3)n[nH]c2=S)cc1	-4	4	2	i	i	3	1	-8	4
CN(C)S(=O)(=O)c1cccc(C(=O)NCCNC(=O)c2cccc(S(=O)(=O)N(C)C)c2)c1	-2	0	-8	i	i	2	-4	-4	-6
Cc1cc(C)c(NC(=O)CNC(=O)COC(=O)CN2C(=O)NC3(CCCC3)C2=O)c(C)c1	0	0	-5	i	i	1	-6	-16	2
O=C1CCCC2=C1C(c1ccc(Br)cc1)c1c([nH]c(=S)[nH]c1=O)N2 (stereo not drawn)	2	0	6	i	i	-18	-6	11	-13
O=C1c2ccccc2NC(c2cccc(O)c2)N1O (stereo not drawn)	-1	1	1	i	i	6	-1	6	2
CCSc1nnc(NC(NC(=O)c2ccco2)(C(F)(F)F)C(F)(F)F)s1	-1	3	0	i	i	1	-5	0	5
O=C(Nc1ccccc1)c1ccc(OC(=O)c2cc3ccccc3o2)cc1	3	-1	7	i	i	3	-2	1	-5
CC(C)(C)c1ccc(C(=O)c2c[nH]c(C(=O)NCc3cccnc3)c2)cc1	1	-3	15	i	i	11	-4	1	8
O=C(COC(=O)CCSc1ccc(Cl)cc1)NCc1ccccc1	-2	0	-7	i	i	3	-2	17	4
O=C(Cn1c(=O)[nH]n(-c2ccccc2)c1=O)N1CCCc2ccccc21	-1	-2	-3	i	i	0	-4	-73	-1
Cc1ccccc1NC(=O)COC(=O)CCc1ccccc1	1	-1	-4	i	i	4	4	1	0
CCC1CCCCN1CCCNC(=O)CNC(=O)Cn1ccc2ccccc2c1=O (stereo not drawn)	-1	2	-2	i	i	5	-3	0	1
Cc1nn(C)cc1S(=O)(=O)N1CCN(c2ccc(F)cc2)CC1	2	1	0	i	i	1	-5	-10	-10

(further entries)
SMILES	CSN inh	Rin1-Abl PPI inh	NadD inh	Rpn11 inh	Neddylation inh	MT1-MMP act inh	FAS TE block	PABP1 MLLE inh	SKN-1 block
CCNC(=O)C[C@@H]1C=C[C@@H](NS(=O)(=O)c2ccc(F)cc2)[C@@H](CO)O1	-3	x	x	x	i	-2	x	x	0
CC(c1nc2scc(-c3ccccc3)c2c(=O)[nH]1)N1CCN(CC(=O)NC2CC2)CC1 (stereo not drawn)	4	1	-2	i	i	-1	-2	-6	-26
Cc1ccc(C(=O)NC2CCN(CC(=O)NC3CCC(C)CC3)CC2)cc1 (stereo not drawn)	-4	1	4	i	i	-1	-3	4	22
CCCCc1c(-c2ccccc2OC)ncn1CCc1ccccc1OC	5	x	4	x	i	-4	11	x	-13
CC1(C)Cc2c(C#N)c(NCC3CCCO3)nc(-c3ccco3)c2CO1 (stereo not drawn)	0	-1	3	i	+	-5	-6	23	2
CN1CCN(c2nc(C(N)=O)cc(-c3ccccc3)n2)CC1	0	1	0	+	i	-6	-1	0	-27
Cc1ccccc1Cn1nnc(-c2ccc(C(=O)O)cc2)n1	-6	2	11	i	i	2	-8	1	-4
COc1ccc(C(=O)C2CCCN(C(=O)c3cccnc3SC)C2)c(C)c1 (stereo not drawn)	-5	2	-5	i	i	-4	-9	7	-1
CC1=C(C(=O)Nc2cc(C(=O)N(C)Cc3ccccc3)ccc2C)SCCO1	-2	0	-7	i	i	0	0	11	6
COc1cccc(NC(=O)C2CC(=O)N/C(=N/NC(=O)c3ccc(C)cc3)S2)c1 (stereo not drawn)	-2	3	8	i	i	x	2	-11	3
O=C(CSc1nnc(-c2cccs2)n1-c1ccccc1)c1ccc2c(c1)OCCO2	-3	-1	16	i	i	1	-4	-36	-18
Brc1ccc(OCCCCN2CCCCC2)cc1	0	1	-8	i	i	-2	-7	6	-7
Cc1c(-n2c(=S)[nH]c3ccccc3c2=O)c(=O)n(-c2ccccc2)n1C	1	-1	-3	i	i	1	-8	36	-4

Compounds shown so far that have an aryl methoxy group:
SMILES	CSN inh	Rin1-Abl PPI inh	NadD inh	Rpn11 inh	Neddylation inh	MT1-MMP act inh	FAS TE block	PABP1 MLLE inh	SKN-1 block
COc1ccccc1CN1CCCC(C(=O)N(C)Cc2ccccc2)C1 (stereo not drawn)	-5	3	-2	i	i	2	-5	-1	-24
COc1ccc(-c2[nH]ncc2CN(C)C(C)c2ccncn2)c(F)c1 (stereo not drawn)	-9	-1	-7	i	i	0	-4	4	2
COc1ccccc1CC(=O)NCCCc1ccccc1	0	2	-6	i	i	-3	-4	-6	7
COc1ccc(CN=C2NC(=O)CC(C(=O)Nc3ccc(F)cc3)S2)cc1 (stereo not drawn)	3	2	-2	i	i	0	-7	0	7
COCCn1c(=O)[nH]c(=O)c2cc(C(=O)c3cc(OC)ccc3O)cnc21	-4	-3	-1	i	i	3	-5	-8	-4
COc1cc(NC(=O)CN2C(=O)c3ccccc3C2=O)c(C(=O)O)cc1OC	-3	-3	0	i	i	2	-9	19	-13
COCCn1c(SCC(=O)NCc2ccc(OC)c(OC)c2)nc2ccccc21	8	1	5	i	i	-1	-6	-115	8
COc1ccc(-c2nc(CN3CCC(C(=O)N4CCc5ccccc54)CC3)c(C)o2)cc1OC	1	4	4	i	i	-3	-2	-6	-14
COc1ccc(C(=O)N/N=C/C(Br)=C/c2ccccc2)cc1	0	4	-2	i	i	-4	4	-18	1
COc1ccc(-n2c(CNC(=O)COc3ccccc3)n[nH]c2=S)cc1	-4	4	2	i	i	3	1	-8	4
CCCCc1c(-c2ccccc2OC)ncn1CCc1ccccc1OC	5	x	4	x	i	-4	11	x	-13
COc1ccc(C(=O)C2CCCN(C(=O)c3cccnc3SC)C2)c(C)c1 (stereo not drawn)	-5	2	-5	i	i	-4	-9	7	-1
COc1cccc(NC(=O)C2CC(=O)N/C(=N/NC(=O)c3ccc(C)cc3)S2)c1 (stereo not drawn)	-2	3	8	i	i	x	2	-11	3
